# Bioassay records deposited in PubChem by several laboratories.
# CDK5 inh: CDK5/p35 (human) kinase inhibition. Recombinant CDK5/p35, ADP-Glo luminescence, 60 min. inhibition, % at 10 µM. 330,000 tested, 0.01% active;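 active means highest replicate inhibition of at least 50% and at least 75% of replicates reaching 50%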;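 further: plate controls were DMSO neutral control for no effect and GW8510 at 10 µM for full effect; many of its hits are not listed in these tables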
# V-ATPase pH: alters yeast V-ATPase proton transport | S. cerevisiae, pHLuorin cytosolic pH fluorescence | response, % at 10 µM | 350,000 tested, 0.37% active | AID 504577; in the data active means response mostly above about 7.3%, no sharp cut-off; inactive means mostly below about 5.4%; further: actives read high; inactives centre near 0; some compounds called inactive have numbers as strong as hits; reference of the scale not given here
# dFosB act: mouse delta FosB homodimer activation; P13346; purified delta FosB, TAMRA-CDK5 oligo fluorescence polarization; percent of positive-control signal above neutral wells; 340,000 tested, 0.99% active; activation, % at 25 µM;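 active means mean activation above about 17%, with every replicate also reaching it, limit read from the data, passing the limit was not always enough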;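 further: fluorescence polarization rise as delta FosB binds a TAMRA Cdk5 AP-1 oligo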
# Target sequence (P13346 whole entry, looked up): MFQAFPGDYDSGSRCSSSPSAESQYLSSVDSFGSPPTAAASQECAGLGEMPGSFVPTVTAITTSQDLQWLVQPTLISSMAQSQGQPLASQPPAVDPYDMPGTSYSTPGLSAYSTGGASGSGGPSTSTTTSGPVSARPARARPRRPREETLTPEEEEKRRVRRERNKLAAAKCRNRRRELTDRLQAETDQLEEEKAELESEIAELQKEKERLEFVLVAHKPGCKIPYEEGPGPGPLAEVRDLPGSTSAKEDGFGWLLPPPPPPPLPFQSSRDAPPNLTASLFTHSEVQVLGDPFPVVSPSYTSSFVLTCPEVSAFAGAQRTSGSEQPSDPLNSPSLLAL
# PvdQ inh: P. aeruginosa PvdQ acylase inhibition. purified PvdQ acylase, fluorescence plate reader. inhibition, % at 10 µM. 340,000 tested, 0.063% active; in the data active means inhibition above about 30%, passing the limit was not always enough;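 further: 0% = vehicle neutral wells and 100% = reference inhibitor wells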
# HTR5A ag: counter-screen for OPRM1-OPRD1 agonists: human HTR5A agonism; P47898; HTR5A agonist assay, luminescence, cell-based; activation, % at 9.3 µM; 340,000 tested, 0.61% active; AID 504692; in the data active means activation mostly above about 9.5%, no sharp cut-off; inactive means mostly below about 7.6%;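 further: 0% = cells with vehicle only and 100% = reference agonist; strong numbers were not always called active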
# MITF TRPM1 HTS: MITF TRPM1 promoter activation in melanoma cells; SK-MEL-5 TRPM1-promoter luciferase, 24 h; % of positive control, neutral wells = 0; activation, % at 12.5 µM; 300,000 tested, 0.75% active; AID 588334;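 active means mean activation of at least 80% with every replicate also reaching 80%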;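 further: 0% = neutral control wells and 100% = parthenolide positive control wells; values of inactives mirror those of a sister screen read the other way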
# SR-BI HDL uptake: inhibitors of mouse SR-BI mediated HDL lipid uptake | Q61009 | inhibition, % at 12.5 µM | ldlA[mSR-BI] CHO cells, DiI-HDL uptake fluorescence, 3 h | AID 488896 | 320,000 tested, 0.96% active;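 active means mean replicate inhibition of at least 70% and a set share of replicates each scoring 70 or more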;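 further: 0% = median of neutral control wells and 100% = median of positive control wells; values of inactives mirror those of a sister screen read the other way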
# Target sequence (Q61009 whole entry, looked up): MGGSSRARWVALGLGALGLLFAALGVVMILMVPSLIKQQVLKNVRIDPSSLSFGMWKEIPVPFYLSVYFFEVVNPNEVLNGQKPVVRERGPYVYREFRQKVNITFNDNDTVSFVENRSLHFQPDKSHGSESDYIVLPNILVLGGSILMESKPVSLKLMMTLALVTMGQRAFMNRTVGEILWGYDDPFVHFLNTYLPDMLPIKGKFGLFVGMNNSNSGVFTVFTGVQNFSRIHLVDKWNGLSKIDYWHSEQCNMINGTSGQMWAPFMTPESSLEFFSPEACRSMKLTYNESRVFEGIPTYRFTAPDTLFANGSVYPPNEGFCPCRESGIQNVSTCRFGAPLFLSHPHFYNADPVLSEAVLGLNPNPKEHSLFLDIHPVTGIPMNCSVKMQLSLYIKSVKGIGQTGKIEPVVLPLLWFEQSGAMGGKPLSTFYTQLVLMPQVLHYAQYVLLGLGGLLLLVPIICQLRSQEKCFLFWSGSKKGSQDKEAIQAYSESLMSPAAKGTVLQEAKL
# Wnt bcat act: Wnt/beta-catenin pathway activation | Wnt/beta-catenin reporter cell assay, activator, plate reader | activation, % at 9.35 µM | 300,000 tested, 1.2% active; in the data active means activation above about 30%, passing the limit was not always enough;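 further: 0% = neutral control wells and 100% = positive control wells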
# HTR5A inv ag: counter-screen for OPRM1-OPRD1 inverse agonists: human HTR5A inverse agonism. P47898. HTR5A cell line, luminescence. inhibition, % at 9.3 µM. 340,000 tested, 0.083% active; in the data active means inhibition mostly above about 23%, no sharp cut-off; inactive means mostly below about 18%;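 further: 0% = cells with DMSO and 100% = no-cell wells with DMSO; some compounds called inactive have numbers as strong as hits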
# NSD2 inh: NSD2 (human) methyltransferase inhibition; O96028; NSD2 peptide methylation, AlphaScreen, 120 min; inhibition, % at 12.5 µM; 310,000 tested, 0.54% active; AID 743445; in the data active means inhibition above about 50%
# The depositor's hits bear a star; . = no result given; & = joins results of further samples.
# Values run as follows: NSD2 inh, SR-BI HDL uptake, HTR5A inv ag, MITF TRPM1 HTS, V-ATPase pH, dFosB act, PvdQ inh, HTR5A ag, CDK5 inh, Wnt bcat act
C/C=C/C(=O)Nc1nnc(-c2ccccc2C)s1
 : -1, -15, -14, 10, 0, 11, -3, -4, -1.7, 7
O=c1[nH]cnc2scc(C3COc4ccccc4O3)c12 (stereo not given)
 : ., -2, 0, 15, -7, -7, -10, 3, -1.9, .
CCOC(=O)c1sc(NC(=O)CSc2n[nH]c(-c3ccccc3)n2)c(C#N)c1C
 : 38, -13, 5, ., 3, -25, -15, -2, 1.4, -4
Cc1ccc(Nc2nnc(SCC(=O)c3ccc(Br)s3)s2)c(C)c1
 : 0, -16, -4, -9, 2, -6, -12, 1, -1.0, -1
O=C(CSc1nnnn1-c1ccccc1)Nc1ncc(Cc2cc(Cl)ccc2Cl)s1
 : 0, -26, 20, -4, 1, 11, -8, -2, -0.8, -1
C=C(NS(=O)(=O)c1ccc(C)cc1)C(=O)OC
 : ., -14, 11, 12, 1, -2, -13, -3, 2.4, 5
Clc1ccc(CNC23CN4CN(CN(C4)C2)C3)c(Cl)c1
 : 0, -23, 17, -2, -7, 1, 4, 8, 0.1, -2
COc1ccc(NC2=C(Cl)C(=O)N(CCc3ccccc3)C2=O)c(OC)c1
 : 5, 9, -6, 23, 1, -3, 13, 3, -1.4, 0
O=C1CC(c2ccc(O)cc2)Oc2cc(O)cc(O)c21 (stereo not given)
 : ., 20, 3, 37, -4, -9, -11, -1, 1.9, 8&-1
CCOC(=O)N/N=C1\CCc2ccccc21
 : 8, 1, -23, 22, 1, 4, -14, -2, 1.0, 16
Cc1cc2n(c(=O)c1C#N)CCCN2c1cccc(Cl)c1
 : 1, 1, -5, 0, -2, 0, -6, -2, 0.9, -4
CCn1c(SCC(=O)Nc2ccc3c(c2)OCO3)nnc1C(C)C
 : 17, 3, -4, -7, 5, -9, -12, 1, 2.1, 1
COc1ccc([C@H]2CC(=O)C=C(c3ccc(OC)nc3)C2)cc1
 : ., 11, 1, 18, -1, -3, 5, 11, -1.7, 0
O/N=C1/C2C3CC4C5C3C1C5C1(OCCO1)C42 (stereo not given)
 : 3, -20, -8, -14, 0, 5, -12, 1, -4.6, .
O=C(CCCC(=O)N/N=C\c1ccccn1)N/N=C\c1ccccn1
 : -3, -24, -14, -3, -2, -5, -1, 4, -1.5, .
O=C(NCc1ccccc1Cl)c1cccc(NC2=NC3CS(=O)(=O)CC3S2)c1 (stereo not given)
 : ., 3, 3, ., 0, -5, -10, -1, -0.6, 0
CC(NC(=O)c1ccccc1F)c1nnc(SCC(=O)NC2=NCCS2)n1C (stereo not given)
 : 7, -20, -5, 4, 4, 5, -5, 2, -0.7, 1
CCNc1oc(-c2ccc(OC)cc2)nc1S(=O)(=O)c1ccc(Br)cc1
 : 1, 7, -10, 12, 0, -2, -5, -5, -2.4, .
O=C(c1ccco1)c1cn(CC(=O)N2CCCCC2)c2ccccc12
 : 0, -2, -16, ., 2, -4, 0, -1, 0.8, -2
CCOC(=O)C1=CC[C@H]2c3c(c4ccc(OC)cc4n3C)C(=O)C1N2S(=O)(=O)c1ccc(C)cc1
 : ., -5, 5, -32, 4, -15, -4, 7, -1.4, -2
CCC(C)[C@H](NC(=O)NCc1ccc(S(N)(=O)=O)cc1)C(=O)OC (stereo not given in full)
 : 8, -6, -9, 7, -1, -4, -8, 3, -0.7, -6
CCC(C)Sc1ccc([C@H]2N[C@@](C)(C(=O)OC)[C@H]3C(=O)N(C)C(=O)[C@@H]23)cc1 (stereo not given in full)
 : ., 17, -14, -2, -2, 1, -1, 2, -0.9, -2
Cc1c(CN2CCCCC2)c(O)n(CCCO)c(=O)c1C#N
 : 10, -9, 12, 4, -1, 7, -2, -4, -0.2, .
CCCCOC(=O)C1Cc2ccccc2C(=O)O1 (stereo not given)
 : 0, -9, -1, ., -2, -3, -5, 0, -0.8, .
OCC1(Cc2ccc(F)cc2F)CCCN(Cc2ccc(Cl)cc2)C1 (stereo not given)
 : -3, -13, 4, ., -2, -3, -16, -1, -2.1, 0
C=CCn1c(SCC(=O)NC(=O)NCc2ccco2)nc2sc(CC)cc2c1=O
 : ., 4, -7, -2, 1, -1, -3, 6, 0.2, -6
O=C(Cn1cnc2ccccc2c1=O)N1CCN(Cc2ccc3c(c2)OCO3)CC1
 : 2, -4, -18, -2, -1, 1, 9, 6, 2.6, 0
C=CCOc1ccc(/C(O)=C2/C(=O)C(=O)N(CCCn3ccnc3)C2c2ccco2)cc1 (stereo not given)
 : 2, -1, 7, -9, -3, -7, 4, -3, -0.1, -2
CCCN1CCC(NC(=S)Nc2ccc([N+](=O)[O-])cc2)CC1
 : 22, 21, 8, 3, -1, -16, -3, 3, 0.1, -1
COc1cccc(CCc2nnc(CCC(=O)NCCC3CCCCO3)o2)c1 (stereo not given)
 : -6, -11, 13, 11, -1, -6, -6, 1, 0.6, 4
COc1ccc(CCNc2c([N+](=O)[O-])ncn2C)cc1OC
 : 61*, -40, -14, ., 5, -1, -18, 0, -4.7, 3
O=C(N/N=C/c1cnc(N2CCCCC2)s1)c1ccc(C(F)(F)F)cc1
 : -7, -6, 1, 6, 0, -2, -4, -1, 1.5, -1
CCOc1cc2c3c(c1)C1(C(=O)N3C(C)(C)C=C2C)C(C#N)=C(N)Oc2cc(O)ccc21 (stereo not given)
 : 2, ., -16, ., 3, -9, 3, 5, -0.6, .
COc1ccccc1NC(=O)c1ccc(NC(=O)c2cc3c(s2)CCC3)cc1
 : -4, 73*, -1, 5, -1, -13, 17, 2, -0.1, .
CN(CC(=O)Nc1ccc(Cl)c(C(F)(F)F)c1)C(=O)c1cccc2cccnc12
 : 0, 4, 3, 4, -3, -14, -14, 3, 0.5, -2
CCc1nc(NCc2ccco2)c2oc3ccccc3c2n1
 : 3, 5, -13, 5, -4, -19, 1, -4, 0.2, .
Clc1ccc2c(c1)C=Nc1c(NCc3ccccc3)ncnc1O2
 : -1, 0, -14, 9, 0, 4, -4, 3, -1.6, -3
CCN(CC)CCCN1C(=O)c2oc3ccccc3c(=O)c2C1c1cccc(OC)c1OC (stereo not given)
 : 15, -34, -6, -11, 4, -5, -8, 2, 1.2, .
CCCCc1cc(=O)oc2cc(C)cc(OC(C)C(=O)NCc3ccccn3)c12 (stereo not given)
 : 5, 9, 17, -11, 1, -20, -10, 3, 1.6, -2
CCCNC(=O)c1onc(CSc2cccc(OC)c2)c1C(=O)NCCC
 : ., -5, -20, -2, 4, -4, -1, -1, -2.1, -3
Nc1nnnn1/N=C/C(Br)=C/c1ccccc1
 : 2, -240, -5, -83, -5, 1, -11, -2, -0.7, -20
CN(C)/C=N/N(C)c1ncccc1[N+](=O)[O-]
 : 0, -18, -11, -7, -2, 1, 15, -5, -8.2, 1
COc1ccc(Cl)cc1C(=O)NNC(=O)CCNC(C)=O
 : -1, -25, -10, -15, -2, -4, 7, 3, 0.8, 1
COc1ccc(Nc2nc(N)nc(CN(C)C3CCCCC3)n2)cc1
 : 1, -38, 10, 1, -2, -7, -4, 4, 0.1, 1
CN(C)c1cc[n+](CC(=O)c2cccs2)cc1
 : -4, -263, -14, -9, 5, 0, -11, 4, -0.1, -1
COc1ccc(C(=O)Nc2cccc(NC(=O)c3cccs3)c2)cc1
 : 1, 36, -5, ., -6, -17, -14, 1, 0.5, 0
C/C=C/C(=O)OCC(=O)Nc1ccc(OC)c(Cl)c1
 : -3, 9, -7, 3, -1, -2, -3, 1, 0.1, 1
OCCC1CN(Cc2cnc(N3CCCC3)s2)CCN1Cc1ccccc1 (stereo not given)
 : -4, -2, -20, -10, 2, -2, 1, -5, -2.1, -1
COc1ccccc1CNS(=O)(=O)c1ccc(Cl)s1
 : 15, 7, 6, 5, 0, 3, 7, -3, 3.4, -5
COC(=O)c1cnn(-c2ccc(F)cc2F)c1/C=N/NC(=S)NC(C)(C)C
 : 5, 25, -15, -9, -1, -2, -3, 6, 0.7, -2
O=C(COC(=O)CSc1ccccc1)NNC(=O)c1ccc([N+](=O)[O-])cc1
 : 0, -10, -22, 0, 7, -6, 13, 6, 0.6, -1
CC(C)c1cc(C(=O)N/N=C/C=C/c2ccccc2)n[nH]1
 : 0, 2, 13, 9, 3, -7, -3, -5, -0.5, -1
CC(C)n1c(SCc2ccccc2F)nc2c1c(=O)n(C)c(=O)n2C
 : ., 12, 6, 8, 1, -6, -5, -2, -0.4, -7
Cc1sc2ncnc(N(C)C3CCCCC3)c2c1C
 : -5, ., 5, -3, 3, -2, -10, 4, -1.3, -1
COc1ccc(NC(=O)Cc2c(F)cccc2Cl)c(OC)c1
 : -2, -1, 8, 9, 4, -3, 0, -1, 1.0, .
CC1CCCC(NC(=O)COC(=O)c2cccnc2Cl)C1C (stereo not given)
 : 0, -5, -9, 3, 1, 1, 6, 1, -1.0, 0
O=C(/C=C/c1cccc([N+](=O)[O-])c1)N1CCN(C(=O)c2ccco2)CC1
 : -1, -14, 8, 16, 0, 1, 0, 3, -1.1, 4
CC(=O)c1c(C)[nH]c(C(=O)C(C)Sc2nnc(NC3CC3)s2)c1C (stereo not given)
 : 3, 11, -5, -7, 2, 0, -2, 9, -1.1, -3
CCc1ccccc1NC(=O)CN(c1ccc(OC)cc1OC)S(=O)(=O)c1ccccc1[N+](=O)[O-]
 : 3, 8, -18, -18, -6, -1, -9, -1, 1.8, -1

# By substructure: the compounds so far containing a thiophene ring, fused or not (nine)
# Values run as follows: NSD2 inh, SR-BI HDL uptake, HTR5A inv ag, MITF TRPM1 HTS, V-ATPase pH, dFosB act, PvdQ inh, HTR5A ag, CDK5 inh, Wnt bcat act
O=c1[nH]cnc2scc(C3COc4ccccc4O3)c12 (stereo not given)
 : ., -2, 0, 15, -7, -7, -10, 3, -1.9, .
CCOC(=O)c1sc(NC(=O)CSc2n[nH]c(-c3ccccc3)n2)c(C#N)c1C
 : 38, -13, 5, ., 3, -25, -15, -2, 1.4, -4
Cc1ccc(Nc2nnc(SCC(=O)c3ccc(Br)s3)s2)c(C)c1
 : 0, -16, -4, -9, 2, -6, -12, 1, -1.0, -1
C=CCn1c(SCC(=O)NC(=O)NCc2ccco2)nc2sc(CC)cc2c1=O
 : ., 4, -7, -2, 1, -1, -3, 6, 0.2, -6
COc1ccccc1NC(=O)c1ccc(NC(=O)c2cc3c(s2)CCC3)cc1
 : -4, 73*, -1, 5, -1, -13, 17, 2, -0.1, .
CN(C)c1cc[n+](CC(=O)c2cccs2)cc1
 : -4, -263, -14, -9, 5, 0, -11, 4, -0.1, -1
COc1ccc(C(=O)Nc2cccc(NC(=O)c3cccs3)c2)cc1
 : 1, 36, -5, ., -6, -17, -14, 1, 0.5, 0
COc1ccccc1CNS(=O)(=O)c1ccc(Cl)s1
 : 15, 7, 6, 5, 0, 3, 7, -3, 3.4, -5
Cc1sc2ncnc(N(C)C3CCCCC3)c2c1C
 : -5, ., 5, -3, 3, -2, -10, 4, -1.3, -1
